# phage Ecoli inh – growth loss of phage-infected E. coli, primary screen, RecBCD inhibitor project, absorbance, with phage, HTS; inhibition, % at 11.9 µM; 360,000 compounds, 0.26% hits; AID 651602, 2012; in the data active = inhibition above about 11%
# CDK5 inh – inhibitors of human CDK5/p35 kinase, primary screen, biochemical, single concentration | Cyclin-dependent kinase 5 (Homo sapiens) + Cyclin-dependent kinase 5 activator 1 (Homo … | Recombinant CDK5/p35, ADP-Glo luminescence, 60 min | inhibition, % at 10 µM | 330,000 compounds, 0.01% hits;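 active = highest replicate inhibition of at least 50% and at least 75% of replicates reaching 50%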;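 also: plate controls were DMSO neutral control for no effect and GW8510 at 10 µM for full effect; many of its hits are not listed in these tables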
# HTR5A inv ag – HTR5A inverse agonists in luminescence cell assay, primary screen, counter-screen for OPRM1-OPRD1 heterodimer inverse agonist project, full-deck HTS; 340,000 compounds, 0.083% hits; 5-hydroxytryptamine receptor 5A (Homo sapiens), P47898; inhibition, % at 9.3 µM; HTR5A cell line, inverse agonism; in the data active = inhibition mostly above about 23%, no sharp cut-off; inactive = mostly below about 18%;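 also: 0% = cells with DMSO and 100% = no-cell wells with DMSO; some compounds called inactive have numbers as strong as hits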
# PKA-R1A act – activators of PKA-R1A holoenzyme, primary screen, biochemical, fluorescence polarization, Cy5-IP20, bovine R1A, mouse PKAc. PKA-R1A dissociation; scaled: DMSO 0%, 113 µM cGMP 100%. activation, % at 11.4 µM. 340,000 compounds, 0.083% hits;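 active = percent activation above the mean of all tested compounds plus 3 SD, cut at about 19% in these data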;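 also: higher means more PKAc released from R1A so a rise in polarization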
# PKA-R2B act – activators of PKA-R2B holoenzyme, primary screen, biochemical, fluorescence polarization, Cy5-IP20, human. AID 504700, 2011. PKA-R2B holoenzyme dissociation; R2B truncated from residue 108, S112A mutant; 0% DMSO only, 100% 113 µM cGMP. activation, % at 11.4 µM. cAMP-dependent protein kinase catalytic subunit beta (Homo sapiens) + cAMP-dependent …. 340,000 compounds, 0.079% hits;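 active = activation above a cutoff set at the mean over all compounds plus 3 SD, cut at about 18% in these data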;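 also: higher means more holoenzyme dissociation and a rise in polarization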
# Target sequence (P31323 whole entry, looked up, other chains not shown, the tested form may be a part): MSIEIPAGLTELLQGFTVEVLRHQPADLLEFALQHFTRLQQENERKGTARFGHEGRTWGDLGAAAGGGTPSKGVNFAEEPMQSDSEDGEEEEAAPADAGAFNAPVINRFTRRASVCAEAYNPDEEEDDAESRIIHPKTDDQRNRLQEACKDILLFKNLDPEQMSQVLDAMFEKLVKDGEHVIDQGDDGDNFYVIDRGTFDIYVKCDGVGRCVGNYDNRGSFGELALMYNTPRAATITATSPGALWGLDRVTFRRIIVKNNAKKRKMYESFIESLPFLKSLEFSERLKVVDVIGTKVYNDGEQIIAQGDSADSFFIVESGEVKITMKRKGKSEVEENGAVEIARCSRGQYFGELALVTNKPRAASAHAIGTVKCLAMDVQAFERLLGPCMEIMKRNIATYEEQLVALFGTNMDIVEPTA
# HTR5A ag – HTR5A agonists in luminescence cell assay, primary screen, counter-screen for OPRM1-OPRD1 heterodimer agonist project, full-deck HTS. AID 504692, 2011. 5-hydroxytryptamine receptor 5A (Homo sapiens), P47898. cell-based. 340,000 compounds, 0.61% hits. activation, % at 9.3 µM; in the data active = activation mostly above about 9.5%, no sharp cut-off; inactive = mostly below about 7.6%;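 also: 0% = cells with vehicle only and 100% = reference agonist; strong numbers were not always called active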
# Ecoli viability – E. coli V3065 growth inhibition, primary screen, counter-screen for AddAB inhibitor project, absorbance, OD600. AID 449728, 2010. 330,000 compounds, 0.27% hits. 18 h. inhibition, % at 11.9 µM;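 active = inhibition above the campaign's mean inhibition across all tested compounds plus 3 SD, cut at about 9.9% in these data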;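 also: uninfected addAB+ strain grown without phage in ampicillin broth; 0% = DMSO wells and 100% = ciprofloxacin 0.95 µg/ml wells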
# DAGLB inh – DAGLB lipase inhibitors, primary screen, biochemical, fluorescence, HTS. AID 504411, 2011. inhibition, % at 5.17 µM. 340,000 compounds, 0.059% hits. HEK293T DAGLB membrane lysate, EnzChek fluorogenic substrate. Diacylglycerol lipase-beta (Homo sapiens), Q8NCG7; in the data active = inhibition above about 34%;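 also: 0% = enzyme with vehicle and 100% = wells lacking enzyme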
# Target sequence (Q8NCG7 whole entry, looked up): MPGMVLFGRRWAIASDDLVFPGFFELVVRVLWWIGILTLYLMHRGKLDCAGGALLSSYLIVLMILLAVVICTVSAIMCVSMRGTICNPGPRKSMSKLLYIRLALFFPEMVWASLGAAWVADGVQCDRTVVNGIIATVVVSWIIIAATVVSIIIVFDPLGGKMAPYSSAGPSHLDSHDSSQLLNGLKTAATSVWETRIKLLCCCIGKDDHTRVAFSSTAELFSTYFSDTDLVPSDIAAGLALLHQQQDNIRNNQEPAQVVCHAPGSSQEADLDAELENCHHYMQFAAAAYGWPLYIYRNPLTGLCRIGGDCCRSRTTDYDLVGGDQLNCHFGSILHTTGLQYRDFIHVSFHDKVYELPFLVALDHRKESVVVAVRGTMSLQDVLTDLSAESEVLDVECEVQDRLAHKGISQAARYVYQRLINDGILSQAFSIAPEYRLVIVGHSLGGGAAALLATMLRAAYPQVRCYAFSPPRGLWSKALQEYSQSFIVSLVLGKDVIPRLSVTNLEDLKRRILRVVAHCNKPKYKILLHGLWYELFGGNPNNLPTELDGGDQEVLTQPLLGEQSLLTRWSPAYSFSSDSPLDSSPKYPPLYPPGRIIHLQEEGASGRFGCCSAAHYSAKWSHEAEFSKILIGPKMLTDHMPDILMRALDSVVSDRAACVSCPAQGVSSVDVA
# Tat transport – E. coli Tat export inhibitors, primary screen, MC4100, TorA-mCherry reporter, fluorescence, single point; AID 488895, 2010; inhibition, % at 10 µM; 340,000 compounds, 0.036% hits;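 active = mean replicate inhibition at least 50% and at least half of replicates individually reaching 50%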;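 also: exported cargo escapes ClpAP degradation while cytoplasmic cargo is degraded and loses fluorescence; 0% = median of neutral control wells and 100% = median of NaSCN control wells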
# AddAB inh – growth inhibition of E. coli expressing H. pylori AddAB, primary screen, AddAB inhibitor project, absorbance; inhibition, % at 11.9 µM; 330,000 compounds, 0.29% hits; AID 435030, 2010; in the data active = inhibition above about 12%;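 also: 0% = vehicle wells of infected cells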
# Mot1-301 SUMO – yeast Mot1-301 growth rescue at high temperature, primary screen, SUMOylation pathway inhibitor project, S. cerevisiae, ATP luminescence, 38.5C; S. cerevisiae Mot1-301 growth rescue; percent above DMSO median, 100 means doubled; growth rescue, % at 18.8 µM; 320,000 compounds, 1% hits; AID 2716, 2010;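 active = every valid replicate shows activation above 250% relative to neutral control wells; inactive = the rest, any valid replicate at or below 250%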;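 also: OY570 slx delta 5 strain wells were the positive control but not used for scaling; some compounds called inactive have numbers as strong as hits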
# The depositor's hits bear a star; · = no result given.
molecule	phage Ecoli inh	CDK5 inh	HTR5A inv ag	PKA-R1A act	PKA-R2B act	HTR5A ag	Ecoli viability	DAGLB inh	Tat transport	AddAB inh	Mot1-301 SUMO
CCCCCCCCNS(=O)(=O)CCNCc1ccco1	2.9	1.1	-7	2	6	2	·	-5	5	·	·
Cc1ccc(NC(=O)c2ccc(C(=O)c3ccccc3)cc2)nc1	4.3	-1.6	1	-3	-17	-1	-0.6	-5	7	3.5	-6
COc1ccc(/C=C/C(=O)Nc2ccc(-n3nncc3-c3ccccc3)cc2)cc1OC	1.3	-1.6	-8	-1	-8	12	-3.5	1	0	0.6	66
O=C(c1ccccc1Cc1ccccc1)N1CCN(S(=O)(=O)c2ccccc2Br)CC1	2.3	-0.7	4	2	3	-2	-0.5	-5	2	-2.2	16
Cc1n[nH]c(C)c1S(=O)(=O)N1CCCC(C(=O)Nc2ccc(Br)cc2)C1 (stereo unspecified)	4.0	·	-23	-2	-3	3	-2.3	-1	1	4.7	138
C/C(N)=C(/C#N)C(=O)COC(=O)C1CCC(C(C)(C)C)CC1 (stereo unspecified)	1.8	-1.0	-3	3	-6	2	-0.6	-9	8	1.3	-6
O=C(NCCCN1CCOCC1)c1ccccc1N1C(=O)[C@@H]2Cc3c([nH]c4ccccc34)C(c3cccc(Cl)c3)N2C1=O (stereo partly specified)	0.2	-1.6	10	-1	7	-1	-2.2	0	1	3.2	-6
NC(=O)COC(=O)c1cccc(S(=O)(=O)N2CCCCC2)c1	2.0	2.8	-1	-12	-1	0	-0.9	-1	-2	-1.8	-20
Cn1cc(C(=O)C(=O)N2CCOCC2)c2ccccc21	0.0	0.8	4	3	-4	6	-1.4	-5	-9	-0.4	1
CSc1nnc(NC(=O)c2ccc(C)c(S(=O)(=O)N3CCOCC3)c2)s1	1.2	0.8	-20	1	-6	0	3.5	-2	0	2.4	·
COc1cc2nc(NC(=O)c3ccc(Cl)cc3)sc(=O)c2cc1OC	-0.8	0.9	11	-3	4	-3	-0.1	1	3	0.3	-4
O=C(CN1CCCCCCC1)Nc1cccc(Cl)c1Cl	0.6	-4.2	14	5	-8	7	-0.8	-6	5	3.2	-2
O=C(Nc1nnc(CC(c2ccccc2)c2ccccc2)s1)c1ccco1	0.2	1.3	9	15	0	3	-4.1	1	2	1.1	-21
COc1cc(OC)c(/C=N/NC(=O)c2ccncc2)c(OC)c1	1.7	-0.4	-2	-5	-7	10	0.0	0	-3	3.5	15
CCSc1nnc(NC(=O)c2cccc(S(=O)(=O)N(C)c3ccccc3)c2)s1	4.0	1.4	-33	-7	0	12	0.0	0	-1	1.5	10
CCCC(C1=C(O)CC(C)(C)CC1=O)C1C(=O)CC(C)(C)CC1=O (stereo unspecified)	2.7	-0.5	-29	12	-10	-2	-0.7	-4	-3	1.7	1
O=C(Nc1ccc(CSc2ccccc2)cc1)c1ccc(CN2CCOCC2)cc1	1.8	0.5	-25	-1	3	4	-2.6	-2	-5	2.2	106
Cc1[nH]c(=O)[nH]c(=O)c1S(=O)(=O)NCCc1ccc(S(N)(=O)=O)cc1	-0.9	0.1	-19	3	1	-2	0.8	-3	4	2.9	13
COc1ccc(C(C#N)N2N=C(c3ccccc3)CC2c2ccccc2)cc1OC (stereo unspecified)	-2.5	-0.9	4	-9	-5	4	-0.3	-10	7	-1.9	-10
CC(=O)NNC(=O)c1csc(Cc2c(Cl)sc3ccc(Cl)cc23)n1	-5.9	0.1	17	-4	11	0	-5.2	-1	7	-6.3	-3
N#C/C(=C/c1ccc(N2CCCCC2)o1)C(=O)Nc1ccc(Cl)cc1	1.6	-0.5	-18	-6	-9	3	-0.1	-81	-7	0.9	587*
O=C(Nc1ccc(Nc2ccccc2)cc1)c1c(F)c(F)c(F)c(F)c1F	1.5	1.0	-7	-7	6	16*	4.6	-6	-9	3.6	1
COC(=O)/C=C1/S/C(=N/NC(=O)c2ccc(OC)cc2)NC1=O	-0.2	-4.9	21	1	-3	6	2.4	-1	1	0.8	6
COc1ccc(NC(=O)C2CCC(N3C(=O)C4C5C=CC(C5)C4C3=O)CC2)cc1 (stereo unspecified)	2.1	-2.5	-11	-14	1	-2	-0.6	0	0	1.2	2
CC1(C)CC(O)C(C)(C)N1O (stereo unspecified)	-1.2	0.4	26	-3	0	2	-1.2	-1	1	0.7	2
CCc1c(C)nc(SCc2ccccn2)[nH]c1=O	2.0	-1.6	-2	-5	-2	-4	0.3	-2	0	2.7	1
CCOc1ccc2[nH]c(=O)c(CN(Cc3cccs3)Cc3nnnn3C(C)(C)CC)cc2c1	-3.0	0.8	0	-5	-6	-2	2.3	8	0	-0.9	10
COC(=O)c1ccc2c(c1)N(C)C(=O)CS2	2.7	-1.4	-1	-1	-5	-2	-0.1	-4	-11	-0.2	-13
CCCn1nnnc1NC(=O)c1ccc2ccccc2c1	1.5	-0.6	13	-8	7	-1	-1.4	2	1	0.7	-17
Cc1cc(C)cc(OCC(=O)OCC(=O)NCc2ccco2)c1	-1.4	0.5	-14	-10	-2	-2	-1.6	-5	-2	-0.2	7
CCOC(=O)c1ccc(NC(=O)CC2C(=O)N(c3ccc(F)cc3)C(=O)N2CCCOC)cc1 (stereo unspecified)	0.9	-0.4	2	-4	5	-1	-0.5	-2	-9	0.4	6
Cc1noc2ncnc(Sc3c(Cl)cccc3Cl)c12	2.4	0.0	-22	-8	0	-8	0.8	-11	-4	0.9	·
COc1ccc(CN2CC(C(=O)NCc3ccccn3)CC2=O)cc1 (stereo unspecified)	-0.5	1.9	8	-5	-7	0	0.6	-1	-5	-0.3	·
Fc1cccc(/C=N/Nc2cc(N3CCOCC3)ncn2)c1	2.9	0.7	-10	9	1	4	1.2	-5	-6	4.7	-3
O=C(NC1CC1)c1ccc(CN(c2ccccc2)S(=O)(=O)c2ccccc2)cc1	2.2	1.8	-10	-8	1	4	-2.1	-8	4	-0.8	173
O=C(COc1ccc(C(=O)NCC2CCCO2)cc1)Nc1cccc(C(F)(F)F)c1 (stereo unspecified)	4.2	-7.5	3	2	-1	-1	-0.3	-1	12	1.0	-10
Cc1ccc(S(=O)(=O)N(C)C)cc1NC(=O)COC(=O)Cc1ccsc1	0.8	0.6	-5	-3	-14	0	-2.4	-2	0	-2.7	2
COc1ccc(C(=O)N/C(=C\c2cn(C)c3ccccc23)C(=O)N2CCN(C)CC2)cc1OC	-2.1	0.3	-16	-5	11	-2	-0.6	2	1	-0.5	-4
Cc1nc(-c2noc(-c3cccc(Cl)c3)n2)c(C(F)(F)F)o1	2.4	0.9	-18	-16	-4	-4	0.7	-10	13	2.2	-4
CCOC(=O)c1cc2[nH]c3ccccc3c2[n+](-c2ccc([N+](=O)[O-])cc2)c1N	1.0	0.1	-4	-6	-19	1	-2.4	1	2	2.5	1
CC(C)c1nnc(SCC(=O)Nc2ccc3c(c2)OCO3)n1C	2.2	-1.6	19	3	-11	3	-1.3	-2	1	-0.1	-2
O=C(Cn1cnc2ccccc2c1=O)c1ccc2ccccc2c1	3.8	0.9	-18	-9	-4	0	1.9	-1	-1	-2.0	298
Cc1cccc(C(=O)NN2S(=O)(=O)c3ccccc3S2(=O)=O)c1	0.4	-5.2	13	-7	-1	7	0.1	-2	2	-0.5	2
CN(C)C(=S)Nc1ccc([N+](=O)[O-])cc1	3.0	-0.2	-21	-10	-1	3	-1.4	0	-4	0.6	127
COc1ccccc1CN(C)C(=O)CN1C(=O)c2ccccc2C1=O	1.7	-1.7	-3	3	-5	10	-1.7	-1	2	-1.3	30
CC(C)Oc1cccc(C(=O)NC(=S)Nc2ccc3c4c(cccc24)CC3)c1	1.6	-0.8	-8	3	-14	-5	2.5	-19	5	2.6	-5
CC1CCN(CCCCOc2ccc(C(=O)c3ccccc3)cc2)CC1	1.3	-0.6	-31	-8	-7	1	-0.1	-1	-1	-2.6	·
Cc1ccccc1C(=O)c1cccn1CC(=O)NCCCN1CCCCC1	0.2	-4.1	-31	-7	-7	-3	0.6	-2	12	0.9	-12
O=C(O)CNC(=O)CC1S/C(=N/N=C/c2ccccc2O)NC1=O (stereo unspecified)	4.6	4.3	14	0	-7	-1	1.9	1	-2	-1.7	-17
CC(C)c1ccc(NC(=O)CSc2nc(=O)n(CCCN3CCOCC3)c3c2CCC3)cc1	1.1	-2.2	3	-11	-2	-1	-0.6	3	2	0.2	-1
CCC(C)N1C(=O)CCC1C(=O)N1CCN(c2ccccc2F)CC1 (stereo unspecified)	1.4	1.6	1	-9	-5	0	-3.9	0	17	-0.9	-3
CC1(C)S[C@@H]2[C@H](NC(=O)C(NC(=O)N3CCNC3=O)c3ccccc3)C(=O)N2[C@H]1C(=O)O (stereo partly specified)	0.4	-1.1	13	3	-3	-4	2.2	-5	-2	0.7	454
O=[N+]([O-])c1ccc(-c2csc3[n+]2CCS3)cc1	5.7	0.5	-2	0	10	1	1.7	1	25	-2.5	-24
CCc1cc2cc3c(cc2nc1SCC(=O)Nc1cc(C)on1)OCO3	2.9	-0.1	8	3	2	-2	-0.7	0	-5	-1.7	274
COc1ccc(N=C/C=C2\C=C(c3ccccc3)OC(C)(C)O2)cc1	1.5	1.2	-6	-4	-13	-1	-2.4	1	2	1.7	13
CCOC(=O)c1c(NC(C)=O)sc2c(O)cccc12	2.8	1.1	1	-13	4	0	-0.3	-1	-14	3.4	-17
Cc1cc(C(=O)Nc2ccc(F)cc2C)n(-c2ccccc2)n1	0.5	-2.0	-9	8	-11	3	0.4	0	8	-1.3	157
CCCCNC(=O)C1CCCN1C(=O)NC1CCCCC1 (stereo unspecified)	2.0	-0.8	-6	-2	-3	-1	-2.0	0	9	0.2	-6
CCOC(=O)C1(C(=O)OCC)C(C(=O)c2ccccc2)C1c1ccccc1 (stereo unspecified)	3.0	-0.1	-9	-2	-3	2	·	-8	1	·	·

# High-throughput results deposited in PubChem BioAssay by several laboratories.

# Hits appear at their usual frequency; about 2.3% have a hit in one of these screens.
